Bioassay records deposited in PubChem BioAssay by National Center for Advancing Translational Sciences (NCATS).
Cycloheximide cs = Cycloheximide Counterscreen for Small Molecule Inhibitors of Shiga Toxin; AID 2314, 2010; cell reporter, cycloheximide protein synthesis inhibition counterscreen; actives 12% (n = 300,000); max response, %; in the data active means max response mostly above about 13%, no sharp cut-off; inactive means mostly below about 14%; further: read at 38.3 µM for the half of the compounds with a filed dose; 0% is about no effect
TbPYK inhibitor = qHTS of Trypanosoma Brucei Inhibitors; Potency, µM (series often up to 76.8 µM), inactives show at the top dose activity, negative = inhibition, actives largely listed as inhibitors; actives 0.12% (n = 410,000); TbPYK enzyme, Kinase-Glo Plus ATP luminescence, 45 min; further: potency means the concentration at half of the fitted maximal effect; on the % scale 0 is the no-effect control and ±100 the full control effect; nearly all actives have a fitted effect of over 50% in size
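Glycolytic pyruvate kinase of T. brucei was incubated with substrate, test compound and 130 uM ADP for 45 minutes at room temperature. Luminescent Kinase-Glo Plus signal was measured after 10 minutes.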
Shiga toxin inh = A qHTS for Small Molecule Inhibitors of Shiga Toxin; Vero cells, Shiga toxin protein synthesis inhibition reporter; inhibition, % at 38.7 µM; actives 9.2% (n = 290,000); in the data active means inhibition mostly above about 28%, no sharp cut-off; inactive means mostly below about 43%; further: 0% is about no effect
Pf growth 48h = Primary qHTS for delayed death inhibitors of the malarial parasite plastid, 48 hour incubation. P. falciparum luciferase growth in erythrocytes, 48 h. Potency, µM (top dose mostly 28.7 µM), inactives show at the top dose activity change, negative = inhibition, hits mostly inhibitors. actives 5.9% (n = 310,000); further: potency means the concentration at half of the fitted maximal effect; on the % scale 0 is the no-effect control and ±100 the full control effect
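Growth was read as firefly luciferase luminescence after a 48 h, 37 C, 5% CO2 exposure of compounds to reporter-bearing P. falciparum cultures (0.1% parasitemia, 2% hematocrit final) in Albumax-supplemented RPMI 1640.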
AMA1-RON2 inh = qHTS for Inhibitors of AMA1-RON; Towards Development of Antimalarial Drug Lead: Primary Screen; Potency, µM (titrated, usually from 58.2 µM), without a hit: at the top dose activity change, negative = inhibition, most hits filed as inhibitors; actives 0.2% (n = 360,000); Plasmodium falciparum AMA1 (3D7) - RON2 peptide interaction; AlphaScreen AMA1-biotinylated RON2 peptide binding;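 further: potency means the concentration at half of the fitted maximal effect; 0% = vehicle wells and -100% = peptide control; nearly all actives have a fitted effect of over 45% in size; some results filed as inactive show a strong effect at the top dose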
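AMA1 (3D7) with his tag at 25 nM final met compounds first, then biotinylated RON2 peptide at 25 nM; detection used donor plus acceptor beads, 10 µg/mL apiece, read by AlphaScreen after 30 min at room temperature.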
Pf growth 96h = Primary qHTS for delayed death inhibitors of the malarial parasite plastid, 96 hour incubation | Potency, µM (highest dose often 28.7 µM), inactives show at the top dose activity change, negative = inhibition, most hits filed as inhibitors | actives 6.9% (n = 320,000) | AID 504834, 2011 | P. falciparum luciferase reporter growth, 96 h; further: potency means the concentration at half of the fitted maximal effect; on the % scale 0 is the no-effect control and ±100 the full control effect
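Luminescence readout: decreased luciferase signal marks inhibited growth of reporter-expressing P. falciparum in infected red cells (2% hematocrit, 0.05% parasitemia final), exposed to compound two generations (96 h, 37 C, 5% CO2).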
LmPK inh = qHTS Assay for Inhibitors of Leishmania Mexicana Pyruvate Kinase (LmPK). Q27686. purified LmPK, Kinase-Glo ATP luminescence, 1 h. Potency, µM (highest dose often 57.5 µM), without a hit: at the top dose activity change, negative = inhibition, usual class: inhibitors. actives 0.37% (n = 290,000); further: potency means the concentration at half of the fitted maximal effect; on the % scale 0 is the no-effect control and ±100 the full control effect
Target sequence (Q27686 whole entry, looked up): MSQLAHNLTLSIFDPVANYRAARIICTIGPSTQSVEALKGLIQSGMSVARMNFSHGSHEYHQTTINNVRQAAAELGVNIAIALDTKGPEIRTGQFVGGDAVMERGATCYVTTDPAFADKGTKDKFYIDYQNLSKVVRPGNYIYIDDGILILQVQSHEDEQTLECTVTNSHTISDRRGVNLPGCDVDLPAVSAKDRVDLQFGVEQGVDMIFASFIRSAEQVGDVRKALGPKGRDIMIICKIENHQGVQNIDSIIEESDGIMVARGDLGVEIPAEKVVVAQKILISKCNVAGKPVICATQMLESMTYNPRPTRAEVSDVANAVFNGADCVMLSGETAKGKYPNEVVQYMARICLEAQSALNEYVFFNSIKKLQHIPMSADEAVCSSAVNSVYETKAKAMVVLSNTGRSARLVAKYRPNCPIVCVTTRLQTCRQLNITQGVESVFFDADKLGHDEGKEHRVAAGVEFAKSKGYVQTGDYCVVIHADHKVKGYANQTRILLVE
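Kinase-Glo luminescence read after 1 h RT reaction of 0.1 nM LmPK with 0.5 mM PEP and 0.1 mM ADP. Activity scaled between uninhibited and enzyme-free controls.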
Numbers without * were called inactive; ? = inconclusive; · = not tested or not shown; & = joins results of further samples; [ ] = another dose, or the depositor's remark. Unless noted, the call rests on the fitted dose curve; in most records, active means well fitted curve in the direction sought with a large enough effect; inconclusive means small, poorly fitted or top-dose-only effect, or another doubt; inactive means no such curve, though single readings can be large; an effect the other way counts as inactive or inconclusive.

SMILES	Cycloheximide cs	TbPYK inhibitor	Shiga toxin inh	Pf growth 48h	AMA1-RON2 inh	Pf growth 96h	LmPK inh
COc1ccc(CN(C)C(=O)C2CCN(C(=O)Nc3ccccc3)CC2)cc1OC	·	3%	·	?	9%	?	·
CCOC(=O)C1=C(CNC(C)(C)CC(C)(C)C)NC(=O)NC1c1cccc([N+](=O)[O-])c1 (centres undefined)	-4	0%	-11	?	66%[activator]	25%	2%
CC(=O)Nc1ccc(NC(=O)CSc2nc3ccccc3nc2N2CCC(C)CC2)cc1	19*	-1%&0%	36	?	-9%	-2%	0%
CCOC(=O)C1=C(C)NC(=O)C(C(N)=O)C12CCCCC2 (centres undefined)	-2	-1%	24	17%	-6%	·	-2%
CCOC(=O)C1CCCN(c2cc(=O)n(-c3ccccc3Cl)c(=O)[nH]2)C1 (centres undefined)	-1	-13%	9	-7%	3%	6%	1%
COCCn1c(C)cc(C2=NNC(=Nc3ccc(F)cc3)SC2)c1C	31*	-27%	20	?	14%	?	-1%
O=C(Nc1c(-c2ccccc2)nc2ccccn12)c1cccs1	-2	-1%	-8	-2%	4%	61%[activator]	-8%
Cc1noc(C)c1-c1csc(N2CCC(C(N)=O)CC2)n1	·	-20%	·	13%	·	-3%	·
CCCC(=O)NC(C)c1nc2ccccc2n1C(C)C (centres undefined)	-1	1%	1	-4%	-5%	22%	-4%
Cc1cc(SCC(=O)N/N=C/c2ccc(O)c(O)c2O)c(C)cc1Br	-3	10%	-17	13µM*	28%	·	-4%
Cc1ccc(CN2CCC(n3nccc3NC(=O)C3CCOC3)CC2)cc1C (centres undefined)	1	3%	14	3%	0%	?	-10%
COc1ccc(-c2cc(C(=O)N3CCN(c4ccccc4O)CC3)c3ccccc3n2)cc1OC	7	-7%	20	2.1µM*	-2%	2.6µM*	-8%
COc1cc(C(=O)Oc2ccc3ccc(O)cc3c2)cc(OC)c1OC	21*	-7%	30	5%	-6%	18%	-2%
CCN1CCc2c(OCc3ccc(C(=O)OC)o3)cccc2C1=O	3	-4%	2	-25%	4%	?	-13%
CC/C(=C/c1ccccc1)c1cccc2[nH]c3c(OC)cccc3c12	-1	3%	-2	-3%	-9%	?	4%
C[N+]1(C)C2CC[C@H]1CC(OC(=O)[C@@H](CO)c1ccccc1)C2 (some centres undefined)	·	6%	·	-10%	·	-22%	·
COc1ccc(NS(=O)(=O)c2ccc(N3CCCC3)c(N)c2)cc1	7	-5%	5	-8%	-13%	7%	0%
O=C1C(=O)N(Cc2ccccc2)C(c2cccc(O)c2)/C1=C(\O)c1ccc2c(c1)OCCO2 (centres undefined)	6	1%	30	16%	2%	19%	0%
COc1ccc(S(=O)(=O)Nc2ccc(N(C)C(C)=O)cc2)cc1	-2	-2%	-17	·	3%	1%	1%
COc1ccc(Oc2ccc(N/C=C/C(=O)C(C)(C)C)cc2)cc1	25*	-1%	39*	-19%	-3%	-35%[1.15 µM]	3%
Cc1ccc(C(=O)c2c[nH]c3c(F)cc(F)cc3c2=O)cc1	4	6%	-8	1%	-5%	0%	1%
Cc1ccc(S(=O)(=O)N(C)C)cc1NC(=O)c1ccc2ccccc2n1	37*	4%	38	0%	8%	?	4%
C#CCNC(=O)C1=C[C@H](c2ccc(C(F)(F)F)cc2)C[C@H](OCc2ccc(CO)cc2)O1	8	-9%	18	?	6%	?	12%
Cc1noc(C)c1COc1ccc(C(=O)Nc2ncccc2O)cc1	·	-3%	·	7.4µM*	18%	?	·
O=c1nc(Nc2ccc(OCc3ccccc3)cc2)sc2ncccc12	-4	-2%	29	0%	-1%	90%[activator]	-3%
CCOC(=O)C1(Cc2cccc(OC)c2)CCN(Cc2cccnc2)CC1	35*	-3%	99*	96%[activator]	-14%	30%	1%
CCOC(=O)C(CC)Sc1ccc2nnc(CCNS(=O)(=O)c3ccccc3)n2n1 (centres undefined)	9	-4%	-11	19%	-11%	?	7%
CCOC(=O)c1cc2ccc3ccccc3c2s1	48*	2%	75*	402%[activator]	116%[activator]	356%[activator]	-10%
COc1cc(OC)cc(C(=O)NNC(=O)CCOc2ccccc2OC)c1	·	-4%	·	11%	62%[activator]	?	·
O=[N+]([O-])c1cc([N+](=O)[O-])c(Oc2cccnc2Br)cc1NN1CCCCC1	-2	-2%	-5	20%	?	?	-6%
COc1ccc(NC(=O)NNC(=O)COc2cc(C)c(Cl)c(C)c2)c(OC)c1	0	-8%	-7	-14%	40%[activator]	15%	-7%
Cc1ccccc1-c1cc(C(=O)N2CCCC2)c2ccccc2n1	-3	-3%	-9	16%	8%	19%	-2%
CCOC(=O)c1sc2nc(SCC#N)n(CCCN3CCCC3=O)c(=O)c2c1C	7	-1%	-9	10µM*	0%	?	7%
OCC[C@H]1C[C@H](O)[C@@H](O)[C@]2(OCCc3ccccc32)O1	·	0%	·	1%	3%	69%[activator]	·
CCSc1n[nH]c(=O)[nH]c1=O	-3	-4%	-3	-20%	0%	-6%	-2%
Cc1ccc2nc(-c3ccc4c(c3)OCCO4)cc(C(=O)O)c2c1	0	1%	-2	62%[activator]	-12%	?	-10%
COc1ccc(Cl)cc1N(CC(=O)NC(C(C)C)C(C)C)S(C)(=O)=O	-1	4%	17	10%	6%	0%	10%
O=C(CSc1ccc([N+](=O)[O-])cn1)Nc1ccc(N2CCOCC2)c(Cl)c1	7	0%	10	?	0%	8%	3%
O=C(Cc1ccccc1)Nc1nc(=O)c2ccccc2s1	0	1%	-3	52%[activator]	9%	71%[activator]	1%
CCCCn1c(=O)nc2n(-c3ccc(C)cc3)c3ccccc3cc-2c1=O	-3	3%	20	-9%	8%	-14%	-2%
Cc1cccc(NC(=S)NC23CN4CN(CN(C4)C2)C3)c1	1	-2%	-10	14%	12%	-11%	-5%
CCNC(=O)COC(=O)/C=C/c1cccc(F)c1	-3	2%	-5	8%	-27%	9%	0%
C/C(=N/NC(=O)CNS(=O)(=O)c1ccc(C)cc1)c1cccc([N+](=O)[O-])c1	8	0%	-10	-14%	-4%	?	0%
CC(O)C(NC(=O)OCc1ccccc1)C(=O)OCc1ccccc1 (centres undefined)	·	2%	·	0%	-3%[11.6 µM]	16%	·
O=C(CN(Cc1ccc(F)cc1)S(=O)(=O)c1ccc(S(=O)(=O)N2CCOCC2)cc1)Nc1ccccc1	0	-8%	-8	?	-14%	?	-5%
CCc1ccc(-c2csc3nc[nH]c(=O)c23)cc1	22*	-3%	15	24%	7%	?	-2%
CN(C)CCCN1CC(=O)N2[C@@H](Cc3c([nH]c4ccccc34)C2(C)C)C1=O	-3	-3%	2	14%	5%	2%	-7%
COc1cc(C(=O)NCCCN2CCCC2=O)cc(OC)c1OC	2	5%	-6	·	-4%	1%	7%
COc1ccc(-c2cc(C(F)(F)F)nc(S(=O)(=O)CCC(=O)N3CCOCC3)n2)cc1	1	9%	-10	?	-1%	·	2%
O=C(CN1CCCCCC1)Nc1ccc(Br)cc1[N+](=O)[O-]	-2	-16%	·	18%	?	70%[activator]	-3%
CCN1C(=NCCc2c[nH]c3ccccc23)N[C@@H](c2ccccc2)[C@H](C(=O)OC)[C@H]1C	-1&-2	0%	-9&6	?	-4%	-1%&2%	-6%&-1%
[S-]c1nnc(-c2ccc(Br)cc2)n1-c1ccccc1.[Zn+2]	2	-17%	·	6%	-9%	8%	0%
COc1ccc(-c2nc3cc(C)ccn3c2NC(=O)c2ccccc2OC)cc1	5	2%	1	?	-11%	45%[activator]	10%
NC(=O)c1nsc(C(=O)N(Cc2cccnc2)C(C(=O)NC2CCCC2)c2ccc(F)cc2)c1N (centres undefined)	-5	-5%	-5	?	1%	12%	-9%
Cn1c(=O)cc(OCCCC(=O)NCCCN2CCN(Cc3ccccc3)CC2)c2ccccc21	2	0%	13	?	6%	126%[activator]	2%
CCc1ccc(N2C(=O)CN(Cc3cc(OC)c(OC)c(OC)c3)C2=S)cc1	-3	2%	-6	4%	0%	-19%	6%
COc1cc(C(C)=O)ccc1OCC(O)CN1CCN(c2ccc(F)cc2)CC1 (centres undefined)	-1	8%	-1	-21%	-2%	1%	-2%
Oc1ccc(-c2nccc(-c3ccc(Cl)cc3)n2)cc1	53*	5%	123*	69%[activator]	8%	79%[activator]	3%
CCCCNC(=S)NNc1c(Cl)cc(Cl)cc1Cl	-1	2%	3	-2%	-8%	8.3µM*	0%
Cc1c(-c2cccs2)[n+](=O)c2c(n1[O-])CCCCC2	-5	7%	-11	-3%	-4%	10µM*	-3%

Filtered by structure, the compounds so far containing a CF3 group.
SMILES	Cycloheximide cs	TbPYK inhibitor	Shiga toxin inh	Pf growth 48h	AMA1-RON2 inh	Pf growth 96h	LmPK inh
C#CCNC(=O)C1=C[C@H](c2ccc(C(F)(F)F)cc2)C[C@H](OCc2ccc(CO)cc2)O1	8	-9%	18	?	6%	?	12%
COc1ccc(-c2cc(C(F)(F)F)nc(S(=O)(=O)CCC(=O)N3CCOCC3)n2)cc1	1	9%	-10	?	-1%	·	2%

In the list so far, eight have fluorine.
SMILES	Cycloheximide cs	TbPYK inhibitor	Shiga toxin inh	Pf growth 48h	AMA1-RON2 inh	Pf growth 96h	LmPK inh
COCCn1c(C)cc(C2=NNC(=Nc3ccc(F)cc3)SC2)c1C	31*	-27%	20	?	14%	?	-1%
Cc1ccc(C(=O)c2c[nH]c3c(F)cc(F)cc3c2=O)cc1	4	6%	-8	1%	-5%	0%	1%
C#CCNC(=O)C1=C[C@H](c2ccc(C(F)(F)F)cc2)C[C@H](OCc2ccc(CO)cc2)O1	8	-9%	18	?	6%	?	12%
CCNC(=O)COC(=O)/C=C/c1cccc(F)c1	-3	2%	-5	8%	-27%	9%	0%
O=C(CN(Cc1ccc(F)cc1)S(=O)(=O)c1ccc(S(=O)(=O)N2CCOCC2)cc1)Nc1ccccc1	0	-8%	-8	?	-14%	?	-5%
COc1ccc(-c2cc(C(F)(F)F)nc(S(=O)(=O)CCC(=O)N3CCOCC3)n2)cc1	1	9%	-10	?	-1%	·	2%
NC(=O)c1nsc(C(=O)N(Cc2cccnc2)C(C(=O)NC2CCCC2)c2ccc(F)cc2)c1N (centres undefined)	-5	-5%	-5	?	1%	12%	-9%
COc1cc(C(C)=O)ccc1OCC(O)CN1CCN(c2ccc(F)cc2)CC1 (centres undefined)	-1	8%	-1	-21%	-2%	1%	-2%
